Bioassay records deposited in PubChem by Broad Institute.
FN deposit inh: fibronectin deposition inhibition | AID 743247 | AH1F fibroblasts, Alexa488-fibronectin deposition fluorescence, overnight | inhibition, % at 12.6 µM | 0.086% of 350,000 active;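 active = mean inhibition across replicates of 30% or more, regardless of how many single replicates reach that level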;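 also: positive control wells lacked labelled fibronectin entirely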
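test system = AH1F fibroblasts assembling fluorescent fibronectin matrix | quantity = 10000 AH1F cells per well | buffer or medium = DMEM plus 2% serum, read in PBS | doses = single dose, pinned | incubation = 1 h cell attachment, overnight exposure to compound and label | detection = fluorescence at 485 nm excitation, 525 nm emission | read-out basis = inhibition from reduced deposited-fibronectin fluorescence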
EWS-Fli block: EWS/Fli transcriptional activity inhibition | AID 651661 | 0.67% of 350,000 active | A673 NR0B1-luciferase reporter, viability-normalised | inhibition, % at 12.6 µM;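 active = mean inhibition of at least 50% after viability correction, with every replicate also passing that limit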;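 also: firefly luciferase signal divided by Alamar Blue viability fluorescence both relative to DMSO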
CASP6 VEID inh: blocks human caspase-6 cleavage activity; purified caspase-6, Z-VEID-R110 cleavage fluorescence; inhibition, % at 12.5 µM; 0.53% of 350,000 active;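 active = mean inhibition across replicates at least about 35%, with every replicate also reaching that limit, limit read from the data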;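 also: 0% = median of neutral control wells and 100% = no fluorescence left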
Target sequence (P55212 24-179 limits assumed): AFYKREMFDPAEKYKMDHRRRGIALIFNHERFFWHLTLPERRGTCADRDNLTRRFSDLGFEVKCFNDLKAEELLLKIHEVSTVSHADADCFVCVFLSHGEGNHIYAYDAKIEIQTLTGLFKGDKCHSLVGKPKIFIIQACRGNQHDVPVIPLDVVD
Target sequence (P55212 194-293 limits assumed): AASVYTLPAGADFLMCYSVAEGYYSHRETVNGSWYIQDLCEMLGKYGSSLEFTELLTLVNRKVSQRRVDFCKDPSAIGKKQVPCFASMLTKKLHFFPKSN
PGC1a acetyl inh: lowers PGC1a acetylation signal in U2OS cells | AlphaScreen anti-acetyl-lysine; with virally co-expressed GCN5 acetyltransferase | AID 651687 | inhibition, % at 15.6 µM | 0.17% of 350,000 active;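 active = every replicate shows inhibition of at least 40%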;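 also: 0% = neutral control wells and 100% = positive control wells; some results beyond the cut were filed as inactive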
PAX8 inh HTS: lowers PAX8-driven luciferase in RMG-I cells; RMG-I TPO-luciferase reporter, SteadyGlo, 24 h; inhibition, % at 12.6 µM; 1.2% of 360,000 active; AID 652154;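 active = mean replicate inhibition at least 60% with every replicate also reaching 60%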;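 also: luciferase light reporting Pax8 driven TPO promoter activity; plate controls were median of neutral control wells for no effect and mitoxantrone controls for full effect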
Cneo AK release: causes C. neoformans cell lysis | adenylate kinase release luminescence, 4 h; normalised: neutral wells 0, clomiphene wells 100 | lysis activity, % at 15 µM | 0.2% of 360,000 active | AID 651654;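 active = mean lysis activity across replicates of at least 80%, whatever share of replicates individually reach that level; inactive = mean lysis activity below 80%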
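Signal: Adenylate kinase release luminescence | Assay system: Log-phase Cryptococcus neoformans yeast cells | Input: Cells at 5 × 10^6 per mL | Buffer or medium: Fresh YPD growth medium | Compound: Single dose | Schedule: Static 4 h at 37 °C with compound, 1 h detection | Controls: Clomiphene | Read-out: Luminescence rise reflecting yeast cell lysis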
LGR2 antag: Drosophila LGR2 receptor signaling inhibition | 0.35% of 380,000 active | HEK293 LGR2, CRE-luciferase, bursicon-stimulated, 4 h | inhibition, % at 9.99 µM;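 active = drop in luminescence signal, shown as inhibition above about 50% in the replicate tests, limit read from the data, passing the limit was not always enough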;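 also: agonist challenge used bursicon conditioned medium at about half maximal strength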
miR-122 sensor: blocks miR-122 activity in Huh7 sensor cells; AID 602342; activation (reporter increase), % at 12.5 µM; 0.3% of 340,000 active; Huh7 miR-122 Renilla luciferase sensor, 48 h; neutral wells = 0, positive control = 100;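 active = mean replicate activation score at least 90 and every replicate individually at or above 90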;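 also: higher luciferase means less miR-122 activity so hits act as miR-122 inhibitors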
* = called active by the depositor; x = not tested or not shown; [ ] = dose if it differs, or a comment.

no. | canonical_smiles | FN deposit inh | EWS-Fli block | CASP6 VEID inh | PGC1a acetyl inh | PAX8 inh HTS | Cneo AK release | LGR2 antag | miR-122 sensor
1 | C[C@@H]1CN([C@@H](C)CO)C(=O)c2cc(NS(C)(=O)=O)ccc2O[C@@H](C)CCCCO[C@H]1CN(C)C(=O)C1CCCCC1 | x | -5 | 0 | 5 | -8 | -6 | 6 | -2[16.7 µM]
2 | CCCC(=O)N1CCN(c2ccc(NC(=O)c3ccccc3)cc2)CC1 | -5 | x | x | 3 | 1 | 2 | x | -3
3 | NS(=O)(=O)c1cc(C(=O)OCC(=O)N2CCc3ccccc3C2)ccc1Cl | 0 | 3 | 0 | 1 | -15 | -1 | -50 | -4
4 | CC(=O)N1CCN(C(=S)c2ccc([N+](=O)[O-])cc2)CC1 | 1 | x | x | -5 | -9 | -4 | x | 4
5 | Cc1ccc(-c2ccc3c(c2)O[C@@H](CN(C)Cc2ccccn2)[C@H](C)CN([C@@H](C)CO)S3(=O)=O)cc1 | x | 31 | 2 | 9 | x | 0 | 15 | 17[16.7 µM]
6 | O=S(=O)(NCCC1=CCCCC1)c1ccc(F)cc1 | 4 | 4 | 2 | x | -3 | 9 | -11 | x
7 | COC(=S)N/C(=N\S(=O)(=O)c1ccc(Cl)cc1)c1ccccc1 | 3 | 5 | 0 | 8 | 9 | -1 | -13 | -3
8 | COC(=O)C(C)Sc1nc2c(c(-c3ccc(OC)cc3)c1C#N)-c1ccccc1C2=O (configuration not stated) | 3 | x | x | -4 | x | -2 | x | 6
9 | O=C(CC1C[C@H](C(=O)N2CCOCC2)[C@@]2(CCC3CCCC3)c3[nH]c4ccccc4c3CCN2C1=O)NCc1cccc(C(F)(F)F)c1 (some centres not stated) | 0 | 17 | 1 | 6 | 8 | 0 | -5 | -2
10 | OCC[C@@H]1C[C@H](O)[C@@H](O)[C@@]2(CCc3ccccc3O2)O1 | -10 | -6 | x | -24 | -4 | 0 | 3 | 7
11 | COCCC(=O)Nc1ccc2c(c1)CN(C(=O)c1ccc(CSC)o1)CC2 | -6 | -17 | -4 | -12 | 5 | 0 | 1 | 5
12 | O=C(CNC(=O)c1ccc(S(=O)(=O)N2CCCC2)cc1)N/N=C/c1ccccc1Cl | -3 | x | x | 13 | 10 | -1 | 8 | 7
13 | CCCCC[C@H](C)N1C[C@H](COCc2ccccc2)Oc2cc(N3CCC[C@H]3CO)ccc2S1(=O)=O | 2 | 0 | 0 | x | -10 | x | 13 | x
14 | COc1ccccc1S(=O)(=O)N1CC[C@H]2[C@@H](CO)N(C)c3ccc(C#Cc4ccccc4)cc3[C@H]21 | -27 | 8 | -12 | -17 | 13 | 4 | -10 | 57[16.7 µM]
15 | COc1cc(CC(=O)NNC(=O)c2cccs2)cc(OC)c1OC | 0 | -6 | 1 | 3 | -7 | x | -10 | x
16 | C[C@H]1CN([C@@H](C)CO)C(=O)c2cc(-c3cncnc3)cnc2O[C@@H]1CN(C)CC1CCOCC1 | -5 | -7 | 1 | 5 | -14 | -4 | 6 | -2[16.7 µM]
17 | CCc1ccc(CNCc2cccs2)cc1 | x | -19 | 0 | -3 | -20 | x | -21 | x
18 | C=CCn1c(=O)c2ccccc2n2c(SCC(=O)c3ccccc3)nnc12 | -11 | x | x | -5 | x | -2 | x | -3
19 | CCOC(=O)CNc1nc(Oc2ccc(=O)n(C)n2)nc(N(CC)CC)n1 | 1 | 5 | 0 | x | 5 | x | 19 | x
20 | CCOCCCNC(=O)C1CC(=O)N(CCc2ccc(C)cc2)C1 (configuration not stated) | 5 | 14 | 0 | 2 | 2 | -1 | -9 | -3
21 | C[C@@H]1CN([C@H](C)CO)C(=O)c2cc(NS(=O)(=O)c3ccc(F)cc3)ccc2O[C@@H]1CN(C)S(=O)(=O)c1cccs1 | -1 | -12 | 0 | -4 | 5 | -2 | 2 | 15[16.7 µM]
22 | O=C(C[C@@H]1CC[C@H]2[C@@H](COC[C@H](O)CN2C(=O)c2ccccc2F)O1)NCc1ccc(F)cc1 | 7 | -2 | -1 | 2 | -3 | 0 | -8 | 0[16.7 µM]
23 | c1ccc(C2CC(c3cccs3)Nc3nnnn32)cc1 (configuration not stated) | x | 7 | x | 1 | 6 | x | 15 | x
24 | CCn1c(=O)[nH]c(=O)c2c(N)c(C(=O)c3ccccc3OC)sc21 | x | x | x | 17 | 2 | 0 | -7 | -6
25 | O=C(NC1CCN(Cc2ccccc2)CC1)C1CCN(S(=O)(=O)c2cccc3cccnc23)CC1 | 1 | 14 | 2 | 6 | 18 | -2 | 9 | 0

Sorted by the number under LGR2 antag (smallest number first): three from the list above.
#	Compound	LGR2 antag
7	COC(=S)N/C(=N\S(=O)(=O)c1ccc(Cl)cc1)c1ccccc1	-13
22	O=C(C[C@@H]1CC[C@H]2[C@@H](COC[C@H](O)CN2C(=O)c2ccccc2F)O1)NCc1ccc(F)cc1	-8
5	Cc1ccc(-c2ccc3c(c2)O[C@@H](CN(C)Cc2ccccn2)[C@H](C)CN([C@@H](C)CO)S3(=O)=O)cc1	15

(listing goes on)
no. | canonical_smiles | FN deposit inh | EWS-Fli block | CASP6 VEID inh | PGC1a acetyl inh | PAX8 inh HTS | Cneo AK release | LGR2 antag | miR-122 sensor
26 | O=C1C(=NO)CC(c2ccccc2)N1c1ccccc1 (configuration not stated) | 1 | -1 | -4 | -3 | -19 | 1 | -12 | 7
27 | C[C@H](CO)N1C[C@H](C)[C@H](CN(C)C(=O)Cc2ccccn2)Oc2ncc(C#CC3CCCC3)cc2C1=O | x | -9 | -2 | -6 | -1 | 35 | 1 | 7[16.7 µM]
28 | O=c1c2c(nc3nc(SCc4ccccc4)[nH]n13)CCC2 | 5 | x | x | 15 | 9 | -1 | x | 112*
29 | CC1CCN(CCC(=O)N/N=C/c2ccc([N+](=O)[O-])cc2)CC1 | 9 | 2 | 1 | x | 11 | 0 | 20 | -4
30 | CCc1cc(=O)oc2cc(OC(C)C(=O)NCc3ccccn3)ccc12 (configuration not stated) | -5 | -1 | 2 | 4 | 10 | 0 | -1 | -5
31 | CCCn1c(=S)[nH]c2cc(Cl)ccc21 | 4 | 0 | -2 | 3 | -11 | 151* | -5 | -3
32 | COc1cccc(-c2nc(CS(=O)(=O)CC(=O)NCCCOC(C)C)c(C)o2)c1 | x | x | x | -8 | 16 | 2 | x | -7
33 | O=C(NCc1ccc(Cl)cc1)c1cc2c(s1)CS(=O)(=O)C2 | 2 | -1 | 6 | 7 | -39 | 2 | 1 | 3
34 | C[C@@H]1CN([C@H](C)CO)C(=O)c2cc(NC(=O)Cc3ccccc3)ccc2O[C@@H](C)CCCCO[C@@H]1CN(C)S(C)(=O)=O | x | 2 | -1 | -8 | 2 | -2 | -8 | 1[16.7 µM]
35 | CC(C)C#Cc1ccc([C@H]2[C@@H](C#N)N(C(=O)C3CC3)[C@@H]2CO)cc1 | -9 | -22 | -2 | 15 | -19 | 8 | -17 | x
36 | COC(=O)C[C@H]1C[C@@H]2c3cc(NC(=O)NC4CCCC4)ccc3O[C@@H]2[C@H](CO)O1 | 1 | -1 | 0 | 2 | -19 | -2 | 0 | 4[16.7 µM]
37 | COC(=O)CN(C(=O)CSc1nnc(-c2cccc(OC)c2)o1)c1ccc(OC)cc1 | x | x | x | 4 | x | 0 | -1 | -4
38 | Cc1ccc(C(=O)N(c2ccccn2)C(C)c2ccco2)cc1C (configuration not stated) | x | x | x | 3 | -32 | -1 | x | 56
39 | CCOc1cccc(C2C(C(=O)c3ccc(C)o3)=C(O)C(=O)N2c2nnc(C)s2)c1 (configuration not stated) | -8 | -8 | -53 | -9 | -1 | -1 | -13 | 8
40 | CCOc1ccc2oc(C(=O)OCC(=O)NC(=O)NC3CCCC3)c(C)c2c1 | -2 | x | x | -1 | x | 0 | x | 6
41 | CCOc1ccc(CCNc2nc3ccccc3n3c(C)nnc23)cc1OCC | -2 | -9 | 0 | 0 | 0 | -3 | -3 | 2
42 | CC(C)NC(=O)Nc1ccc2c(c1)C(=O)N([C@H](C)CO)C[C@H](C)[C@H](CN(C)S(C)(=O)=O)OCCCC[C@@H](C)O2 | 4 | -3 | 1 | 20 | -18 | 56 | 10 | 9[16.7 µM]
43 | O=C(O)c1ccc(N/N=C2/CCSc3ccc(F)cc32)cc1 | -10 | -8 | 5 | x | -17 | -1 | -1 | 9
44 | CCCNC(=O)Nc1ccc2c(c1)C(=O)N(C)[C@@H]1CC[C@@H](CC(=O)NC)O[C@H]1CO2 | -2 | -6 | x | 1 | -20 | 0 | 12 | -13[16.7 µM]
45 | CC(=O)Nc1nnc(SCC(=O)Nc2ccc(N3CCOCC3)c(Cl)c2)s1 | 6 | 2 | 0 | 1 | 13 | -2 | -14 | x
46 | CCCCn1c(CN2CCN(CCO)CC2)nc2ccccc21 | -4 | x | x | 1 | -3 | 0 | x | 1
47 | Cc1nnc(SCC(=O)N2c3ccccc3C(C)(c3ccc(Cl)cc3)CC2(C)C)s1 (configuration not stated) | 1 | x | x | -17 | 11 | 1 | 31 | -2
48 | CN(C)c1cccc2c(S(=O)(=O)NCc3ccc(S(N)(=O)=O)cc3)cccc12 | -3 | 3 | 2 | 47 | 10 | -2 | 25 | 9
49 | O=C(Nc1ccc(S(=O)(=O)Nc2ncccn2)cc1)c1ccc(N2CCCC2=O)cc1 | -7 | 1 | -2 | 13 | -18 | x | 6 | x
50 | Cc1ccc(NC(=O)COC(=O)C2(C)CC2(Cl)Cl)cc1S(=O)(=O)N1CCOCC1 (configuration not stated) | 10 | -2 | 2 | -26 | 6 | -4 | -27 | -8

(listing goes on)
no. | canonical_smiles | FN deposit inh | EWS-Fli block | CASP6 VEID inh | PGC1a acetyl inh | PAX8 inh HTS | Cneo AK release | LGR2 antag | miR-122 sensor
51 | COc1ccc(N2C(=O)/C(=C/c3cccs3)NC2=S)cc1 | 0 | -51 | 22 | 8 | 23 | -3 | -16 | -2
52 | CCC(C(=O)OCC(=O)Nc1cc(Cl)cc(Cl)c1)c1ccccc1 (configuration not stated) | 1 | 2 | 2 | x | -7 | 4 | 42 | x
53 | COC(=O)C1=CN(c2ccc(OC)cc2)C=C(C(=O)OC)C1c1cc(OC)c(OC)cc1OC | x | 4 | -2 | x | -6 | 8 | -3 | x
54 | Cc1ccc(-c2cc(C(=O)Nc3c(C#N)cnn3C)no2)cc1 | x | -29 | 4 | -9 | x | -6 | -18 | 0
55 | COc1ccccc1CNS(=O)(=O)c1c(C(=O)N2CCCCC2)c(C)n(C)c1C | 10 | x | -1 | -4 | 1 | -1 | -4 | 27
56 | Cc1ccc(S(=O)(=O)Nc2ccc3c(c2)CC(=O)N([C@H](C)CO)C[C@@H](C)[C@H](CN(C)C(=O)Nc2ccc(C(F)(F)F)cc2)O3)cc1 | x | 4 | -2 | -8 | 7 | -12 | 0 | 23[16.7 µM]
57 | COc1ccc(C(=O)C(C)[n+]2ccc(C)c3ccccc32)cc1[N+](=O)[O-] (configuration not stated) | -9 | 10 | -19 | x | 19 | 0 | 10 | x
58 | C[C@@H]1CN([C@@H](C)CO)C(=O)Cc2cc(NS(=O)(=O)c3ccc(F)cc3)ccc2O[C@@H]1CN(C)Cc1ccc(C(=O)O)cc1 | x | -1 | 0 | 8 | x | 0 | -12 | 9[16.7 µM]
59 | Cc1oc(-c2ccccc2Cl)nc1CS(=O)CC(=O)NCCCN1CC(C)CC(C)C1 (configuration not stated) | -10 | x | -3 | x | 6 | 1 | 18 | x
60 | CC1(C)Cc2c(cnn2-c2cccc(F)c2)C(NC(=O)C2CCOCC2)C1 (configuration not stated) | 4 | -15 | -5 | 8 | -2 | 1 | -2 | 0
61 | COc1ccc(/C(O)=C2/C(=O)C(=O)N(c3ccccn3)C2c2ccc(F)cc2)cc1 (configuration not stated) | 1 | -16 | 5 | x | -24 | 0 | -11 | x
